Assay outcomes deposited in PubChem BioAssay by Fisher Drug Discovery Resource Center.
hcGAS lum = inhibitors of human cGAS. Q8N884. recombinant h-cGAS, ATP depletion, Kinase-Glo luminescence. inhibition, % at 12.5 µM. actives 0.081% (n = 290,000). AID 1259398;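 note: 0% = vehicle reaction and 100% = reaction without DNA for no activity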
Target sequence (Q8N884 whole entry, looked up): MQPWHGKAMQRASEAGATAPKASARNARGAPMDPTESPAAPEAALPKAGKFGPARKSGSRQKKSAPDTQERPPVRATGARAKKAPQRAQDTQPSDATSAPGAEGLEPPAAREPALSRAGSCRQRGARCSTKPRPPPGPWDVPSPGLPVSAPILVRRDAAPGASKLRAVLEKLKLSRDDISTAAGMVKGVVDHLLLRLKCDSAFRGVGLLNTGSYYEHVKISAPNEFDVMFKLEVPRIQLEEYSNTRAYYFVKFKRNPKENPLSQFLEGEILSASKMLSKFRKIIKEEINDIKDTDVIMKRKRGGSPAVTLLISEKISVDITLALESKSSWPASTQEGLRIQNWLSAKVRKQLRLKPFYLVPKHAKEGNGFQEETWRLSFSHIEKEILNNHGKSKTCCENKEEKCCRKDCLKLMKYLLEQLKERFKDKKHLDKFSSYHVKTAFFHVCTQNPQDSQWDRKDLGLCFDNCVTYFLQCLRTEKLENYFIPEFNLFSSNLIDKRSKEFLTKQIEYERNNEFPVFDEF
NPYLR7 ag = activates Aedes aegypti NPYLR7 receptor | actives 0.15% (n = 270,000) | activation, % at 10 µM | HEK293T NPYLR7/Galpha15, GCaMP6s calcium fluorescence; in the data active = activation above about 40%;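 note: 0% = vehicle and 100% = reference agonist at the receptor; some compounds past the cut are filed as inactive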
mcGAS inh = blocks mouse cGAS activity; inhibition, % at 12.5 µM; actives 0.15% (n = 160,000); recombinant cGAS, Kinase-Glo ATP depletion luminescence; Q8C6L5;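 note: 0% = negative control wells and 100% = reference inhibitor with no enzyme activity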
* = called active by the depositor; nt = not tested or not shown; & = joins results of further samples. Cut-off read from the data, not from the text of the source, unless noted: active = inhibition above about 40%; inactive = the rest.

SMILES	hcGAS lum	NPYLR7 ag	mcGAS inh
CCn1c(SCC(=O)N2CCN(S(=O)(=O)c3ccc(F)cc3)CC2)nnc1-c1ccco1	1	-3	nt
C=CCn1cc(F)c(=O)n(CC=C)c1=O	-3	1	-5
CN(C)C1(CNC(=O)COCC(F)(F)F)CCCCCC1	-9	2	nt
O=C1CCc2cc(NC(=O)C3CC(=O)N(c4ccccc4Br)C3)ccc2N1 (centres undefined)	-12	-2	nt
CN(Cc1cc(=O)c(O)co1)C1CCCN(c2ccccc2)C1 (centres undefined)	1	-25	nt
CCc1nc(C)sc1CNC(=O)[C@H](N)CC(C)C	-5	26	nt
O=C(O)C1C2C=CC(O2)C1C(=O)NCc1ccccc1F (centres undefined)	-7	-5	nt
Cc1cc(CNC(=O)C2CC(=O)Nc3ccc(F)cc32)c2[nH]c(C)c(C)c2c1 (centres undefined)	-1	3	nt
CC1CCN(C(=O)CN2c3ccccc3C(C(N)=O)CC2C)C2CCCCC12 (centres undefined)	-5	-1	-8
COc1ccc2c(c1)sc(=N)n2CC(=O)N1CCCCCC1	1	-4	-1
CC1CN(c2ccc(NC(=O)NCc3ccsc3)cc2)CCO1 (centres undefined)	-2	0	nt
CC(C)(NC(=O)c1ccn[nH]1)c1ccc(Br)cc1	-4	2	nt
O=S1(=O)CCC(N(Cc2ccco2)S(=O)(=O)c2ccc3c(c2)CCC3)C1 (centres undefined)	-6	6	nt
O=C(Cc1ccccc1)N1CCCC(OCc2ccc(F)c(F)c2)C1 (centres undefined)	4	-5	nt
Cc1nc2n(n1)C(=O)C(C(c1cccc(Br)c1)N1CC(C)CC(C)C1)S2 (centres undefined)	-6	1	-7
CCCNC(=O)NC(=O)Cn1cnc2c1c(=O)n(C)c(=O)n2C	-7	2	nt
O=C(c1ccc2n[nH]nc2c1)N1CCC(c2[nH]ncc2Cc2ccccc2)CC1	5	-3	nt
COC(=O)CC(=O)N1CCN(c2nccc(-c3ccc4c(c3)OCO4)n2)CC1	-1	-5	-4
CCCc1nc(N2CCCN(C(=O)Nc3cccc(C#N)c3)CC2)c2c(C)nn(-c3ccccc3)c2n1	-3	7	-6
COc1cccc(CC(=O)Nc2cnc3cnc(-c4ccc5ccccc5c4)cn23)c1	0	-3	-2
COc1cccc(CC2CN(C/C(C)=C/c3ccco3)CCO2)c1 (centres undefined)	-1	-8	-4
CC(=O)N1CCN(c2cc(C)ccc2F)C(=O)C1C (centres undefined)	2	-8	-3
CC(C)(C)c1ccc2c(c1)CC(CNC(=O)/C=C/c1ccccc1)O2 (centres undefined)	-5	32	nt
O=C(NCc1cnn2cccnc12)c1cccc(CC2CCNCC2)c1	-5	-13	nt
Cc1c(C(=O)n2ncc(-c3cccc(Cl)c3)c2N)cnn1C	-7	17	-16

Compound profiles (already shown). Values in the order: hcGAS lum | NPYLR7 ag | mcGAS inh
Profile of CC1CN(c2ccc(NC(=O)NCc3ccsc3)cc2)CCO1 (centres undefined) : -2 | 0 | nt
Profile of Cc1nc2n(n1)C(=O)C(C(c1cccc(Br)c1)N1CC(C)CC(C)C1)S2 (centres undefined) : -6 | 1 | -7
Profile of CC(=O)N1CCN(c2cc(C)ccc2F)C(=O)C1C (centres undefined) : 2 | -8 | -3

The results go on:
SMILES	hcGAS lum	NPYLR7 ag	mcGAS inh
COc1cccc(CN2C[C@@H]3C[C@@H](c4ccc(CO)o4)N4CCC[C@@]34C2=O)c1	-4	7	nt
O=C(c1cc2c(s1)CCC2)N1CCN(S(=O)(=O)c2ccccc2Cl)CC1	-1	3	-6
CSc1cccc(NC(=O)CNC(c2ccc(C)cc2)C(F)(F)F)c1 (centres undefined)	3	0	4
O=C1/C(=C/c2ccncc2)Oc2cc(OS(=O)(=O)c3ccc(Cl)cc3)ccc21	0	5	3
CN(C)CC(=O)NCc1cccnc1Oc1ccccc1	-8	7	nt
Cc1nc(CN2CCN(Cc3csc(CCC(C)C)n3)CC2)no1	4	-4	nt
Cc1ccc(Nc2nc(=O)[nH]nc2C)cc1C	-4	4	-6
C(=Nc1ccc(C23CC4CC(CC(C4)C2)C3)cc1)c1ccncc1	-3&-2	0&2	-3
O=C(CSc1ccc(-c2ccc(-n3ccnc3)cc2)nn1)Nc1ccccc1	-4	9	nt
FC(F)(F)c1cccc(CN2CCCn3cccc3C2c2cccc(Oc3ccccc3)c2)c1 (centres undefined)	-6	10	-3
C=CCN(CC(=O)N1CCc2sccc2C1COc1ccc(C)cc1C)C(=O)Nc1ccc(C)cc1 (centres undefined)	0	-2	-4
CCn1cc(C#N)c(=O)n(CC2CN(c3ccccc3)C(=O)O2)c1=O (centres undefined)	-12	2	nt
CCCC(C)c1nnc(NC(=O)c2nnc3nc(C)cc(C)n23)s1 (centres undefined)	-6	0	-21
CCc1ccc2c(c1)NC(=O)C2(C)Cc1cc(Cl)ccc1OC (centres undefined)	4	-4	1
Cc1cc(C(=O)CSc2nnc(NC(=O)C3CCC3)s2)ccc1Cl	-6	24	-6
Cc1cccc(-c2noc(CN(C)Cc3ccccc3O)n2)c1	-7	5	-7
CC1CCc2c(sc3nc[nH]c(=O)c23)C1 (centres undefined)	-10	-2	nt
O=C(c1cnc2cc3c(cc2c1)OCCCO3)c1cc(F)ccc1O	11	1	-3
C=CCCC(=O)N1C[C@H](C(=O)NC)[C@H]2c3ccccc3N(CCO)C(=O)[C@]21C	-3	24	-6
CCc1ccc(C2CC(C)CCN2C(=O)CCCn2cncn2)o1 (centres undefined)	-6	2	nt
Cn1c(Cc2cccs2)nnc1SCC(=O)c1c(N)n(C2CC2)c(=O)[nH]c1=O	-7	3	nt
O=c1cc(N2CCN(c3nccc(CCC(F)(F)F)n3)CC2)cn[nH]1	1	0	nt
Cc1oc2cc(OC(C)C(=O)NCC3CCCO3)ccc2c(=O)c1-c1c(F)cccc1Cl (centres undefined)	-5	1	nt
CCN(CC)c1onc(-c2ccccc2)c1CN(C(=O)Nc1ccc(C)cc1)C1CC1	-5	17	-6
CC(C)N(Cc1nccn1C)C(=O)Cc1ccc(O)c(Cl)c1	-3	4	-15

Three entries from above, reformatted.
Order of values: hcGAS lum	NPYLR7 ag	mcGAS inh
Cc1oc2cc(OC(C)C(=O)NCC3CCCO3)ccc2c(=O)c1-c1c(F)cccc1Cl (centres undefined)
 : -5	1	nt
CCN(CC)c1onc(-c2ccccc2)c1CN(C(=O)Nc1ccc(C)cc1)C1CC1
 : -5	17	-6
CC(C)N(Cc1nccn1C)C(=O)Cc1ccc(O)c(Cl)c1
 : -3	4	-15

Quoted at random: two entries already listed.
SMILES	hcGAS lum	NPYLR7 ag	mcGAS inh
CCN(CC)c1onc(-c2ccccc2)c1CN(C(=O)Nc1ccc(C)cc1)C1CC1	-5	17	-6
CSc1cccc(NC(=O)CNC(c2ccc(C)cc2)C(F)(F)F)c1 (centres undefined)	3	0	4

Remaining list, next part.
SMILES	hcGAS lum	NPYLR7 ag	mcGAS inh
CN1CCN(C(=O)Cn2cnc3c2c(=O)n(C)c(=O)n3C)CC1	-2	3	-4
CC(NC(=O)CCc1c[nH]c2ccccc12)c1nc2ccccc2[nH]1 (centres undefined)	-3	1	-4
O=C(COc1ccccc1)N1CCCC1c1nc2cc(-c3cccc(F)c3)ccc2o1 (centres undefined)	-1	nt	-2
Cc1[nH]c(-c2ccccc2)nc1C(=O)N1CCCC2(CC1)CN(C)C(=O)O2 (centres undefined)	-2	-1	nt
Cc1cccn2c(=O)c3cc(C#N)c(=O)n(CC4CCCO4)c3nc12 (centres undefined)	-4	3	-1
Cc1ccc(-c2nc3cc(C)ccn3c2NC(=O)COc2ccccc2)cc1	0	-5	-1
CCCCCCCC(=O)N=Nc1c(O)[nH]c2ccccc12	-5	-10	nt
COc1cccc(Cc2nsc(N(CCC(=O)N3CCN(c4cccc(C(F)(F)F)c4)CC3)C(C)C)n2)c1	-9	-11	-3
COc1nccnc1-c1cc(NCc2cccnc2)nc2[nH]ccc12	-2	4	-2
COC(=O)CCC(=O)N1CCCC(N2CCN(c3cccc(C(F)(F)F)c3)CC2)C1 (centres undefined)	-9	4	nt
CCn1ncc(C(=O)N2CC[C@@]3(O)CCCC[C@H]3C2)c1C	2	0	nt
CCOC(=O)Cn1c(=O)c2c(nc3n(C4CCCCC4)c(C)c(C)n23)n(C)c1=O	-1	1	nt
O=C1CC2(CCCC2)CC(=O)N1CCNCC1COc2ccccc2O1 (centres undefined)	-4	-1	nt
Cc1ccc2c(C)c(C(=O)N3CCN4CCCC4C3)oc2c1C (centres undefined)	-8	4	nt
Cc1cc(=O)oc(C)c1C(=O)N1CCC2(CCNCC2)CC1	-8	6	nt
C=CCCC(O)CN(Cc1ccccc1)Cc1ccc(C)o1 (centres undefined)	-6	2	-6
COC(=O)c1sc(N2C(=O)C(O)=C(C(=O)c3ccc(C)o3)C2c2ccccc2F)nc1C (centres undefined)	-2	4	-5
CC1CCCN(C(=O)CCc2nc(N)nc(Nc3ccccc3)n2)C1 (centres undefined)	4	2	nt
Cc1ccc(-c2nnc(NC(=O)C(NC(=O)c3ccc(C)c([N+](=O)[O-])c3)C(C)C)s2)cc1 (centres undefined)	-6	8	-4
CC(C)c1ccc(OC(C)(C)C(=O)Nc2ccon2)cc1	-13	1	-6
COc1cccc(CCC(=O)N2CCc3c([nH]c4ccccc34)C2c2cccc(C)c2)c1 (centres undefined)	0	0	-2
OCCn1cnc(-c2ccccc2)c1-c1cc(CN2CCCC2)cs1	-6	-3	-8
Nc1ncnc(N2CCCC2)c1[N+](=O)[O-]	-8	1	nt
O=C1COc2cc(C(=O)N(Cc3ccccc3)CC3CCC3)ccc2N1	-8	-5	nt
CCOC(=O)C1(CCCc2ccccc2)CCN(C(=O)c2ccc(COC)o2)CC1	-11	2	nt

An excerpt from above, reduced to hcGAS lum and mcGAS inh:
SMILES	hcGAS lum	mcGAS inh
COc1nccnc1-c1cc(NCc2cccnc2)nc2[nH]ccc12	-2	-2
COC(=O)CCC(=O)N1CCCC(N2CCN(c3cccc(C(F)(F)F)c3)CC2)C1 (centres undefined)	-9	nt
CCn1ncc(C(=O)N2CC[C@@]3(O)CCCC[C@H]3C2)c1C	2	nt
CCOC(=O)Cn1c(=O)c2c(nc3n(C4CCCCC4)c(C)c(C)n23)n(C)c1=O	-1	nt
O=C1CC2(CCCC2)CC(=O)N1CCNCC1COc2ccccc2O1 (centres undefined)	-4	nt

Additional entries
SMILES	hcGAS lum	NPYLR7 ag	mcGAS inh
CC1CCCN(c2nc3c(c(=O)n(C)c(=O)n3C)n2Cc2ccccc2)C1 (centres undefined)	-2	-2	-5
COc1cccc(C(=O)N2CCC(c3nc(-c4ccccc4F)no3)CC2)c1	-12	4	-7
CCc1ccccc1C(=O)N1CCC(Cc2cccc(C(=O)O)c2)CC1	-3	5	nt
COc1ccc(S(=O)(=O)NCCOc2ccc3nnc(C)n3n2)c(OC)c1	-3	3	-10
Cc1cc(O)c(C(c2ccncc2)N2CCC(C)CC2)c(=O)n1Cc1cccnc1 (centres undefined)	-5	12	nt
CCCc1cc(C(=O)Nc2ccccc2Br)n(C)n1	1	12	nt
CCCCNC(=O)NC(C(=O)Nc1nnc(-c2ccc(Br)cc2)s1)C(C)CC (centres undefined)	-8	15	-6
COc1ccc(C2c3cc(OC)c(OC)cc3CCN2C(=O)c2c(OC)cccc2OC)cc1OC (centres undefined)	-3	33	-3
CC(C)(C)C(NCCC(=O)Nc1sccc1C#N)c1cccs1 (centres undefined)	4	10	-4
CCc1ccc(C2c3cccn3CCCN2Cc2ccncc2)cc1 (centres undefined)	-5	1	-4
CCCC(C)(C)C(=O)N1CCC1(C)C(=O)NS(=O)(=O)c1ccc(Cl)cc1 (centres undefined)	-7	-1	nt
O=C(C(O)C(F)(F)F)N1CCN(C2CCCCC2)C(=O)C1 (centres undefined)	-5	nt	-4
Nc1c(NCc2ccccc2)ncnc1Oc1ccccc1F	-7	23	nt
COC(=O)c1ccc(C=NNC(=O)c2cc(-c3cccc([N+](=O)[O-])c3)n[nH]2)cc1	1	-1	3
O=C(COc1ccc(Cl)cc1)N1CCN(Cc2ccc3c(c2)OCO3)CC1	-1&-1&-5	10&-8&-1	-6
Cc1[nH]nc2c1C(c1ccc(C(C)C)cc1)C(C#N)C(=N)O2 (centres undefined)	-5	5	-5
CC(Oc1cccnc1)C(=O)Nc1cc(F)cc(N2CCCC2)c1 (centres undefined)	-15	12	-8
CCn1cncc1[C@@H]1C[C@H](NC(C)=O)C[C@H](CC(C)C)O1	-3	nt	-3
O=C(c1csc(CSc2nnc(-c3cccnc3)n2-c2cccc(C(F)(F)F)c2)n1)N1CCOCC1	-3	17	-5
Cn1nccc1C(=O)N1CCOc2c(O)cc(-c3csc4ccccc34)cc2C1	4	11	nt
Cc1ccc(Cl)c(C(=O)N2CCC(n3c(-c4ccccc4)nc4ccc(F)cc43)CC2)c1	2	4	-4
Cc1ccccc1-n1c(SCc2cccc(F)c2)nnc1-c1ccc(F)cc1	-4	nt	-4
COCCn1c(=NC(=O)CCS(=O)(=O)c2ccc(OC)cc2)sc2cc(F)cc(F)c21	-12	2	nt
CN1CCN(Cc2ccccc2Oc2ncc(C(F)(F)F)cc2Cl)CC1	-7	-4	-18
